# SIRT5 inh: inhibitors of human sirtuin-5 desuccinylase. Q9NXA8. Purified SirT5, succinyl-peptide AMC, trypsin-coupled fluorescence. inhibition, % at 15 µM. hit rate 1.1% among 330,000; in the data active means inhibition above about 15%; inconclusive means no clear call, values can overlap the other calls
# Target sequence (Q9NXA8 whole entry, looked up): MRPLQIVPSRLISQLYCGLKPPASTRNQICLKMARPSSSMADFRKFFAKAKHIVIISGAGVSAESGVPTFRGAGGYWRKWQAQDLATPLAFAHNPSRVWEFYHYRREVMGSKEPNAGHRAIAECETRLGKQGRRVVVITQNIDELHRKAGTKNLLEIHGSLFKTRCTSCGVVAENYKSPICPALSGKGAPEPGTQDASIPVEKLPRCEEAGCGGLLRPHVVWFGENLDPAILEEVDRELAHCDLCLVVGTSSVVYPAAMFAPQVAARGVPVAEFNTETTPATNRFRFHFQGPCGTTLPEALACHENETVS
# CFTR F508del cor: CFTR F508del correction in bronchial cells; hit rate 0.36% among 350,000; CFBE cells, YFP halide quenching; stimulated with forskolin plus potentiator P3; % fluorescence drop versus neutral controls; AID 720511; activity (quench increase), % at 7.58 µM;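 active means mean added fluorescence quench of at least 8% versus neutral control, with both replicates also reaching 8%; inconclusive means only one of the mean or replicate conditions met; inactive means mean below 8% and not both replicates reaching 8%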;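 further: cells transiently co-express mutant CFTR-F508del with the halide-sensitive YFP; corrector assay measuring rescue of mutant channel to the surface after 24 h compound exposure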
# miR-122 sensor: blocks miR-122 activity in Huh7 sensor cells; Huh7 miR-122 Renilla luciferase sensor, 48 h; neutral wells = 0, positive control = 100; activation (reporter increase), % at 12.5 µM; hit rate 0.3% among 340,000;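 active means mean replicate activation score at least 90 and every replicate individually at or above 90; inconclusive means only one of the two criteria met; inactive means neither criterion met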;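 further: higher luciferase means less miR-122 activity so hits act as miR-122 inhibitors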
# DENV2 CPE rescue: inhibitors of DENV2 cytopathic effect; DENV2-infected cells, cytopathic effect rescue, plate reader; CPE inhibition, % at 9.99 µM; AID 651640; hit rate 1.7% among 350,000; in the data active means CPE inhibition above about 20%, passing the limit was not always enough; inconclusive means no clear call, values can overlap the other calls; tested in BHK-21 cells;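 further: 0% = median of neutral control wells and 100% = median of positive control wells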
# Casp6 inh: blocks human caspase-6 cleavage activity. P55212. AID 686996. purified caspase-6, Z-VEID-R110 cleavage fluorescence. inhibition, % at 12.5 µM. hit rate 0.53% among 350,000;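 active means mean inhibition across replicates at least about 35%, with every replicate also reaching that limit, limit read from the data; inconclusive means only one of the two criteria met; inactive means neither criterion met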;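 further: 0% = median of neutral control wells and 100% = no fluorescence left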
# Target sequence (P55212 24-179 limits assumed): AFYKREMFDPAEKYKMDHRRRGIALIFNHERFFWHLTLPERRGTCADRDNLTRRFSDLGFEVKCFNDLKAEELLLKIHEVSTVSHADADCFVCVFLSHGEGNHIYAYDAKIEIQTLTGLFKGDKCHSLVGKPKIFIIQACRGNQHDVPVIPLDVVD
# Target sequence (P55212 194-293 limits assumed): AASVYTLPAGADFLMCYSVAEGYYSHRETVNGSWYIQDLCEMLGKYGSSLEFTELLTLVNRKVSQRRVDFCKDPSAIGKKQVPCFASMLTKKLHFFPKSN
# ERp5 block: ERp5 (human) disulfide isomerase inhibition. inhibition, % at 9.99 µM. ERp5 insulin aggregation, absorbance 650 nm, 90 min. Q15084. hit rate 0.05% among 350,000;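 active means mean replicate inhibition above about 25%, with every replicate also reaching it, limit read from the data, passing the limit was not always enough; inconclusive means only one of those two criteria met; inactive means neither criterion met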
# Target sequence (Q15084 whole entry, looked up): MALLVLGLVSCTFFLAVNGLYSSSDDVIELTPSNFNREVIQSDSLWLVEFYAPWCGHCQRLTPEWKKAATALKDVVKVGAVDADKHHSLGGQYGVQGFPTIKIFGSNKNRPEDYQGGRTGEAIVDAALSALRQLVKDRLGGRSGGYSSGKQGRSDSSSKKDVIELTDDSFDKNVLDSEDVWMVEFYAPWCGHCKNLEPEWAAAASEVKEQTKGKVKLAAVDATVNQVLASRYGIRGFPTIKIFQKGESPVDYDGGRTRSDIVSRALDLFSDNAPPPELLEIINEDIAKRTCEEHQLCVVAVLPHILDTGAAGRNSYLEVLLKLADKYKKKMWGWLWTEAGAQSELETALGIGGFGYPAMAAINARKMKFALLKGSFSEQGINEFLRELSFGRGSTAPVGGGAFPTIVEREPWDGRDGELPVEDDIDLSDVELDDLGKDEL
# ERAP1 inh: ERAP1 (human) enzyme inhibition; hit rate 0.15% among 340,000; AID 652197; inhibition, % at 10.7 µM; Q9NZ08; recombinant ERAP1, Leu-AMC fluorescence, 60 min;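 active means mean replicate inhibition of at least 30%, or all replicates individually reaching that 30% level; inactive means mean below 30% and not every replicate reaching it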;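 further: 0% = neutral control wells and 100% = L-leucinethiol positive control wells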
# Active calls of the source: *; ? = inconclusive; . = no result given; [ ] = remark or other dose.
SMILES,SIRT5 inh,CFTR F508del cor,miR-122 sensor,DENV2 CPE rescue,Casp6 inh,ERp5 block,ERAP1 inh
O=C(Oc1ccc(-c2ccccc2)cc1)C1C2CCCCC21 (configuration not stated),1,-2.7,-16,-16,16,-2,1
CO[C@@H]1CN(C)C(=O)c2cc(NC(=O)C3CC3)ccc2OC[C@H](C)N(Cc2ccc(F)cc2)C[C@H]1C,3,-2.0,-3[16.7 µM],0,2,3,4
O=C1CC2(CCN(C(=O)c3ccc([N+](=O)[O-])cc3)CC2)Oc2ccccc21,-19,1.7,-9,2,-1,0,5
CN(C)CC(=O)Nc1ccc2c(c1)[C@@H]1C[C@H](CC(=O)NCc3cccc(F)c3)O[C@@H](CO)[C@@H]1O2,-4,0.7,0[16.7 µM],-1,0,-2,-1
CCCn1nnnc1NCc1ccccc1F,0,1.0,11,0,-1,0,.
CCCc1cc(=O)[nH]c(SCC(=O)N(C)CC(=O)Nc2ccc(F)cc2)n1,-1,1.2,-4,-7,1,19,-3
Cc1cc(C(=O)N/N=C/c2ccc(-c3cccc([N+](=O)[O-])c3)o2)n[nH]1,0,2.2,1,6,3,1,3
O=C(C[C@@H]1CC[C@H]2[C@@H](COC[C@@H](O)CN2S(=O)(=O)c2ccccc2)O1)NCc1ccc(-c2ccccc2)cc1,13,-4.0,-2[16.7 µM],2,2,-2,1
COc1ccc(-c2c(C)nn3c(N4CCN(Cc5ccccc5)CC4)cc(C)nc23)cc1OC,.,-5.7,-11,-7,3,3,1
C[C@@H]1CN([C@H](C)CO)S(=O)(=O)c2ccc(-c3cccnc3)cc2O[C@@H]1CN(C)Cc1ccncc1,-1,0.8,-3[16.7 µM],?,-1,1,0
O=C([C@H]1[C@H](CO)[C@H]2Cn3c(ccc(/C=C/c4ccccc4)c3=O)[C@@H]1N2)N1CCCCC1,-108,-1.3,2[16.7 µM],-5,-1,-1,2
Cc1ccc(NC(=O)NCCN2CCN(c3ccccc3)CC2)cc1Cl,-1,0.7,-11,-8,-2,3,1
O=C(COC(=O)C1=COCCO1)Nc1ccc(F)cc1,9,-2.0,3,-3,2,3,2
O=C(Nc1cccnc1)c1cccc(S(=O)(=O)Nc2cccc(Cl)c2)c1,1,-2.1,70,-7,0,3,-1
NC(Cc1c[nH]c2ccccc12)C(=O)Nc1ccccc1 (configuration not stated),.,0.1,-6,8,-2,2,0
Cc1ccc(C2NC(=S)N3C(c4ccc(C)cc4)NC(=S)N23)cc1 (configuration not stated),3,0.7,-3,0,6,-1,0
CCc1noc(C)c1C(=O)NCCN1C(=O)S/C(=C\c2ccc(OC)cc2)C1=O,-1,-0.7,-2,3,0,-2,2
CCCCNC(=O)c1ccc2nc(CC)c(N(CC)CCN(C)C)n2c1,4,-4.2,1,-1,-1,-2,-1
CC(=O)NC12CC3CC(C1)CC(C(=O)Nc1nc4c(C)cccc4s1)(C3)C2,1,2.4,0,0,-49,-1,-2
CC(=O)c1ccc(Nc2nc(-c3sc(C)nc3C)cs2)cc1,.,4.3,13,1,-2,-4,0
COc1cccc(NC(=O)c2cc3ccccc3cc2OC)c1,-5,4.4,1,-11,0,3,2
C[C@H]1CCCCO[C@@H](CN(C)S(=O)(=O)c2ccc(Cl)cc2)[C@@H](C)CN([C@@H](C)CO)C(=O)c2cc(NS(=O)(=O)c3cn(C)cn3)ccc2O1,4,0.6,-2[16.7 µM],-2,2,0,-2
CC(C)(C)c1ccc(/C=N/NC(=O)C2CCCC2)cc1,1,-0.1,4,10,0,0,-1
COC(=O)[C@H]1C[C@@]2(O)CN(S(=O)(=O)c3ccc(C)cc3)C[C@@]2(OC(=O)NC2CCCC2)C[C@H]1C(=O)OC,0,-2.4,-4,?,-2,2,-2
COCCn1c(SCC(=O)Nc2cccc(C)n2)nnc1-c1ccco1,-1,0.4,0,-3,1,0,0

# (list continues)
SMILES,SIRT5 inh,CFTR F508del cor,miR-122 sensor,DENV2 CPE rescue,Casp6 inh,ERp5 block,ERAP1 inh
C[C@H]1CN([C@@H](C)CO)C(=O)c2cccc(NS(C)(=O)=O)c2O[C@@H]1CN(C)C(=O)Nc1ccccc1,0,-1.1,10[16.7 µM],10,-1,-2,0
Cc1cccc(S(=O)(=O)N2C[C@H]3[C@@H](c4ccccc42)[C@H](CO)N3CC2CCOCC2)c1,-2,-0.7,0[16.7 µM],-5,-3,4,4
Cc1cccc(C(=O)N/N=C/c2ccc(OC3CSC3)cc2)c1,-1,0.9,.,3,-2,1,-4
O=C(Nc1ccc2c(c1)OCO2)c1cc(C2CCCCN2S(=O)(=O)c2cccs2)on1 (configuration not stated),1,-1.1,23,1,-2,-6,0
NCc1ccc(OCCCN2CCC(C(O)(C3=CCCC3)c3ccccc3)CC2)cc1 (configuration not stated),-11,0.3,.,3,-4,3,-1
Cc1ccc(Sc2ncccc2C(=O)O)cc1C,-2,.,.,1,0,1,4
O=C(CCCCCN1C(=O)C2C3C=CC(C3)C2C1=O)Nc1nccs1 (configuration not stated),.,-6.1,.,2,-2,-6,-2
c1ccc(CNc2ncnc3scc(-c4cccs4)c23)nc1,-2,2.5,-15,7,2,1,11
Cc1ccc(NC(=O)c2cc(CC(C)C)nc3ccccc23)cc1,-1,-5.6,16,3,1,0,2
COc1ccccc1NC(=O)N[C@@H]1C=C[C@H](CC(=O)N[C@H](C)c2ccccc2)O[C@@H]1CO,-5,1.4,.,2,-1,7,0
N=c1ncn(C2OC(CO)C(O)C2O)c2nc(Br)[nH]c12 (configuration not stated),-4,-0.2,-12,2,4,-8,2
C[C@H](CO)N1C[C@H](C)[C@H](CN(C)Cc2ccccc2C(F)(F)F)OCc2ccccc2-c2ccccc2C1=O,12,-9.2,.,-6,0,1,-1
CCCN1C(=O)CC(c2ccc(OC)c(OC)c2)C1=O (configuration not stated),.,2.4,-5,-10,0,6,1
O=C1C(=O)c2c(C(=O)c3ccccc3)coc2-c2ccccc21,0,-8.1,-2,2,1,-1,0
Cc1noc(C)c1NC(=O)N(C)C[C@@H]1OCCCC[C@H](C)Oc2ccc(NS(=O)(=O)c3ccccc3)cc2C(=O)N([C@@H](C)CO)C[C@@H]1C,1,-0.5,7[16.7 µM],2,2,4,-2
O=C(CNC(=O)c1ccc(N2CCCC2=O)cc1)Nc1ccc(F)c(F)c1F,2,1.2,7,2,-2,0,-1
Cc1cccc(NC(=O)C2CCCN2C(=O)NC2CCCCC2)c1 (configuration not stated),.,-1.6,.,1,2,1,-1
O=C(C[C@@H]1C[C@@H]2c3cc(NC(=O)Nc4ccc(F)cc4)ccc3O[C@@H]2[C@@H](CO)O1)NC1CCCCC1,.,-0.4,-8[16.7 µM],-5,.,5,.
C=C(C)Cn1cnc2cc(C)c(C)cc21,0,2.8,0,1,-1,-7,-10
COc1ccc(Cl)cc1C(=O)N/N=C/c1ccc(N2CCOCC2)cc1,-3,-3.3,10,0,0,11,-1
CC(/C=C/c1ccco1)=N/NC(=O)OC(C)(C)C,0,.,.,0,2,0,4
O=C(Nc1nnc(C2CC2)s1)c1ccccn1,23*,6.1,-3,-9,-10,3,-3
CO[C@H]1CN(C)C(=O)c2ccc(NC(=O)C3CC3)cc2OC[C@@H](C)NC[C@H]1C,5,1.2,.,-6,6,2,0
CCOc1ccc(/C(CCC(=O)O)=N/NC(=O)c2cccc(S(=O)(=O)Nc3ccccc3OC)c2)cc1,-2,4.2,7,9,1,-1,1
CCNC(=O)C[C@@H]1CC[C@@H]2[C@H](COc3ccc(NC(=O)Nc4cccc(F)c4)cc3C(=O)N2C)O1,-1,1.8,-5[16.7 µM],?,1,-5,1

# More entries
SMILES,SIRT5 inh,CFTR F508del cor,miR-122 sensor,DENV2 CPE rescue,Casp6 inh,ERp5 block,ERAP1 inh
CN(CC(=O)Nc1ccc(Cl)c(C(F)(F)F)c1)C(=O)CC1Sc2ccccc2NC1=O (configuration not stated),2,3.6,-3,10,7,11,0
C[C@@H]1CN([C@H](C)CO)C(=O)Cc2cc(NC(=O)CCC(F)(F)F)ccc2O[C@H]1CN(C)C,8,3.9,-3[16.7 µM],15,1,-3,1
Nc1nc(N)c(N=Nc2ccccc2)c(=O)[nH]1,4,-0.8,3,6,-1,-1,10
CCOP(=O)(c1ccc(N(C)C)cc1)C(O)c1cccnc1 (configuration not stated),1,1.0,-4,-1,-2,0,6
CCCCCNC(=O)C1CC(=O)OC12CCCCC2 (configuration not stated),-2,1.0,.,0,-1,3,-2
C[C@@H]1CN([C@@H](C)CO)C(=O)Cc2cc(NS(=O)(=O)c3ccccc3)ccc2O[C@@H]1CN(C)S(C)(=O)=O,1,-0.5,9[16.7 µM],24*,1,-2,-1
CN(C)c1ccc(CNc2ccc3c(c2)ncn3C(C)(C)C)cc1,1,-1.6,.,-6,1,0,4
Cc1cc(C)c(NC(=O)CN2C(=O)NC(CCc3ccccc3)C2=O)c(C)c1 (configuration not stated),-4,1.1,9,4,0,10,-2
CC(=O)NS(=O)(=O)c1ccc(N=NN2CCOCC2)cc1,2,1.2,-1,11,-5,-1,5
CNC[C@@H]1Oc2ccc(NC(=O)Nc3ccc(F)cc3)cc2C(=O)N([C@@H](C)CO)C[C@@H]1C,2,-2.4,-3[16.7 µM],8,2,-1,1
C=CCNC(=O)COC(=O)c1ccc(Sc2nncn2C)c([N+](=O)[O-])c1,-3,-0.4,.,.,-2,3,-4
COc1ccccc1S(=O)(=O)N1CC[C@@H]2[C@@H](CO)Nc3ccc(-c4cccc(C#N)c4)cc3[C@@H]21,.,4.3,7[16.7 µM],.,.,5,.
C[C@H]1CN([C@@H](C)CO)C(=O)c2cccc(NC(=O)C3CCCCC3)c2O[C@H]1CN(C)C(=O)NC1CCCCC1,-5,1.5,3[16.7 µM],1,-2,2,-1
COCC#Cc1cnc2c(c1)C(=O)N([C@@H](C)CO)C[C@H](C)[C@@H](CN(C)C(=O)C1CCCCC1)O2,-4,-3.0,1[16.7 µM],0,3,4,-2
Cc1cccc(C(=O)N2CCc3c([nH]c4ccccc34)C2CC(C)C)n1 (configuration not stated),-1,-2.8,-6,-2,4,-4,-1
O=Cc1cn(CCC(=O)O)nc1-c1cccc(Br)c1,-4,3.0,5,-3,-2,7,3
COCC(=O)NC[C@@H]1[C@H](c2ccc(C3=CCCC3)cc2)[C@H](CO)N1C(=O)C1CC1,-13,-1.9,-50[16.7 µM],-5,1,-1,1
CN1c2ccc(-c3ccc(F)cc3)cc2[C@H]2[C@H](CCN2C(=O)c2ccncc2)[C@@H]1CO,-5,-1.6,2[16.7 µM],?,.,6,.
CC(C)NC(=O)N(C)C[C@H]1Oc2c(NC(=O)Nc3ccccc3)cccc2C(=O)N([C@@H](C)CO)C[C@@H]1C,-3,-0.3,3[16.7 µM],-5,0,-3,-6
CC(O)/C=C/c1cccc[n+]1C (configuration not stated),1,1.0,-2,1,-124,-1,107*
C[C@H]1CN([C@@H](C)CO)C(=O)CCCn2cc(nn2)CO[C@@H]1CN(C)C(=O)NC1CCCC1,0,-1.8,-3[16.7 µM],-4,-2,-3,-2
CC(=O)C1CCC2C3CCC4=CC(=O)CC[C@]4(C)[C@@]3(F)C(O)C[C@]12C (some centres not stated),-3,3.8,.,-10,-4,4,0

# A different layout for some results above.
SMILES | SIRT5 inh | CFTR F508del cor | miR-122 sensor | DENV2 CPE rescue | Casp6 inh | ERp5 block | ERAP1 inh
C[C@H]1CN([C@@H](C)CO)C(=O)c2cccc(NC(=O)C3CCCCC3)c2O[C@H]1CN(C)C(=O)NC1CCCCC1 | -5 | 1.5 | 3[16.7 µM] | 1 | -2 | 2 | -1
COCC#Cc1cnc2c(c1)C(=O)N([C@@H](C)CO)C[C@H](C)[C@@H](CN(C)C(=O)C1CCCCC1)O2 | -4 | -3.0 | 1[16.7 µM] | 0 | 3 | 4 | -2
Cc1cccc(C(=O)N2CCc3c([nH]c4ccccc34)C2CC(C)C)n1 (configuration not stated) | -1 | -2.8 | -6 | -2 | 4 | -4 | -1
O=Cc1cn(CCC(=O)O)nc1-c1cccc(Br)c1 | -4 | 3.0 | 5 | -3 | -2 | 7 | 3
COCC(=O)NC[C@@H]1[C@H](c2ccc(C3=CCCC3)cc2)[C@H](CO)N1C(=O)C1CC1 | -13 | -1.9 | -50[16.7 µM] | -5 | 1 | -1 | 1
